# 3CLpro inhibitor: SARS-CoV 3CLpro protease inhibitors, primary screen, biochemical, quenched FRET | Replicase polyprotein 1ab (Severe acute respiratory syndrome coronavirus), P0C6X7 | recombinant SARS-CoV 3CLpro, quenched FRET peptide cleavage | inhibition, % at 6 µM | 290,000 tested, 0.14% active | AID 1706, 2009; in the data active means inhibition above about 12%
# CCHF vOTU inh: CCHFV vOTU protease inhibitors, primary screen, biochemical, Pep-AMC substrate, fluorescence. inhibition, % at 11.5 µM. AID 651958, 2012. 370,000 tested, 0.55% active. Crimean-Congo hemorrhagic fever virus L polyprotein viral ovarian tumor (vOTU) protease …; in the data active means inhibition above about 30%; further: 0% = vehicle wells with enzyme and 100% = no enzyme wells
# MazEF act: activators of E. coli MazEF toxin-antitoxin RNase, primary screen, biochemical, fluorescence, uHTS; 350,000 tested, 0.32% active; activation, % at 20 µM; FAM/BHQ RNA-DNA oligo cleavage fluorescence, 5 h; in the data active means activation above about 50%
# Target sequence (P0AE70 whole entry, looked up): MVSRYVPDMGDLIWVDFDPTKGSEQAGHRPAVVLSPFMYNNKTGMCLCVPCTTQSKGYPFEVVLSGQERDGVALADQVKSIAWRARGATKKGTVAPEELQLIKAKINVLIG
# BoNT F protease: BoNT/F light chain protease inhibitors, primary screen, biochemical, flow cytometry, MLPCN library; Botulinum neurotoxin type F light chain protease (Clostridium botulinum); Multiplex microsphere protease cleavage assay; inhibition, % at 10 µM; 360,000 tested, 0.22% active; in the data active means inhibition above about 35%, passing the limit was not always enough; inconclusive means no clear call, values can overlap the other calls; further: plate controls were buffer without enzyme for full effect and enzyme alone for no effect
# PriA SSB inh: inhibitors of Klebsiella pneumoniae PriA binding to SSB C-terminal tail, primary screen, biochemical, AlphaScreen | PriA–SSB C-terminal tail interaction (Klebsiella pneumoniae) | AlphaScreen SSBct-PriA binding, biotinylated peptide | inhibition, % at 33 µM | 430,000 tested, 0.6% active | AID 1272365, 2023; in the data active means inhibition mostly above about 37%, no sharp cut-off; inactive means mostly below about 20%;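 further: plate controls were negative control peptide for no effect and reference peptide for full effect; strong numbers were not always called active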
# BoNT A protease: BoNT/A light chain protease inhibitors, primary screen, biochemical, flow cytometry, MLPCN library | inhibition, % at 10 µM | multiplex microsphere protease substrate cleavage | Botulinum neurotoxin type A light chain protease (Clostridium botulinum A str. ATCC 3502) | 360,000 tested, 0.17% active; further: plate controls were buffer without enzyme for full effect and enzyme alone for no effect
# PrPC surface inh: inhibitors of human cell surface prion protein PrPC, primary screen, cell-based, TR-FRET | 370,000 tested, 0.43% active | AID 720596, 2013 | inhibition, % at 13.8 µM | TR-FRET read-out | Major prion protein (Homo sapiens), P04156; in the data active means inhibition above about 24%; further: 0% = median of the test wells and 100% = reference compound wells
# Rv3671c protease: Rv3671c serine protease inhibitors, primary screen, biochemical, fluorescence polarization, M. tuberculosis H37Rv; AID 2606, 2010; P9WHR9; inhibition, % at 5.96 µM; 320,000 tested, 0.048% active; in the data active means inhibition above about 38%;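 further: extracellular domain of Rv3671c used as enzyme; 0% = enzyme with DMSO and 100% = no enzyme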
# Anthrax LF prot: Bacillus anthracis LF protease inhibitors, primary screen, biochemical, multiplex microsphere, MLPCN library | multiplex microsphere protease cleavage assay | inhibition, % at 10 µM | 360,000 tested, 0.12% active | AID 588501, 2011; further: plate controls were buffer without enzyme for full effect and enzyme alone for no effect
# Target sequence (P15917 whole entry, looked up): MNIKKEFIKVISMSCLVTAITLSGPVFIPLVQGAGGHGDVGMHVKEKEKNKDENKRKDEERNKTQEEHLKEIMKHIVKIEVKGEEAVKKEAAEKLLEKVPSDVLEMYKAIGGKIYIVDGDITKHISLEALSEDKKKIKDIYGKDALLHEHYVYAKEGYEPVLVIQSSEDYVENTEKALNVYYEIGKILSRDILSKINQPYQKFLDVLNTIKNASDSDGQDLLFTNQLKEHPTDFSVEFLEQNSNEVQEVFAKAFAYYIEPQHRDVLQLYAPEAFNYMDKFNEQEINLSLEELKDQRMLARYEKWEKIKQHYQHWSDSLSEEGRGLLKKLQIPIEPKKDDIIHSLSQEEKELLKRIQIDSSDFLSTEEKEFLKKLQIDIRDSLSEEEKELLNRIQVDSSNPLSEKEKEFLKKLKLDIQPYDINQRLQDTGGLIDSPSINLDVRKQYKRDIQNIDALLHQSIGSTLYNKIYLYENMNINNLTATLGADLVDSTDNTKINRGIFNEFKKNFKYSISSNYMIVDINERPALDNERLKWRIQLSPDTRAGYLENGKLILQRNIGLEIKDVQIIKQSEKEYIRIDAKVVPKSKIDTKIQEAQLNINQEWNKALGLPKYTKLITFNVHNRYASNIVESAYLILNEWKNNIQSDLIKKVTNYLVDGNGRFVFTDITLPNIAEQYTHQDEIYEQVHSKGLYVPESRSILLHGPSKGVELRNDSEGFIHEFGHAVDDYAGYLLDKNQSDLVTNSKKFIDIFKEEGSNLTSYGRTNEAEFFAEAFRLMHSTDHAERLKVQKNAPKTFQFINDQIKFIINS
# VHR inh abs: VHR1 phosphatase inhibitors, primary screen, biochemical, absorbance, uHTS; AID 1654, 2009; recombinant VHR phosphatase, pNPP absorbance; 290,000 tested, 0.52% active; inhibition, % at 13.3 µM; Dual specificity protein phosphatase 3 (Homo sapiens), P51452; in the data active means inhibition above about 50%; further: some compounds called inactive have numbers as strong as hits
# * hit, by the source's call; i = inactive; ? = inconclusive; . = no result given; & = joins results of further samples. Unless noted, no stated cut-off is given here; in the data, active means inhibition above about 30%; inconclusive means no clear call, values can overlap the other calls; inactive means below that. Some of the compounds tested; the hit share may differ from the screen's.
Structure	PriA SSB inh	BoNT F protease	BoNT A protease	PrPC surface inh	CCHF vOTU inh	3CLpro inhibitor	Rv3671c protease	VHR inh abs	MazEF act	Anthrax LF prot
CCNc1nc(Oc2ccc(C#N)cc2)cc(C(F)(F)F)n1	-11	-1	0.2	2	-2	-1	-2	1	4	-4
NC(=O)c1cccc(-c2noc(-c3ccccc3F)n2)c1	-12	-2	0.1	12	0	.	-8	.	5	-3
COc1ccc(S(=O)(=O)N2CCC(C(=O)N[C@@H](C)C(=O)NCc3ccncc3)CC2)cc1	-9	10	1.7	-3	7	-7	6	17	0	3
CCCCn1c(O)c(C(CC)=NCc2cc(OC)cc(OC)c2)c(=O)[nH]c1=O	-1	1	0.5	7	7	4	-20	14	1	-2
CC(C)(C)c1ccc(COn2ccnc2)cc1	-12	2	-1.4	4	-1	1	-2	17	1	0
O=C(CSc1ccccc1)Nc1cccnc1	5	-14	-0.7	2	0	-1	2	30	1	4
CCN1C(C)=C(C)S/C1=C1\SC(=S)N(N)C1=O	-1	-3	0.4	4	-1	3	-2	14	9	-7
CC1=C(C)CS(=O)N(c2ccc(S(N)(=O)=O)cc2)C1 (centres undefined)	-10	-10	-0.3	5	3	-2	-7	-4	6	1
CCn1c(COc2ccc(C)cc2)nnc1SCC(=O)C(C)(C)C	-7	-31	-0.5	6	12	3	6	25	2	-4
C/C(CCC(C)C)=N\Nc1cc(C)c2ccccc2n1	.	-8	-1.9	1	2	0	2	0	-18	-10
Cn1c(=O)c2c(ncn2CC(=O)N/N=C/c2cn[nH]c2-c2ccc(F)cc2)n(C)c1=O	.	-9	-0.1	-4	11	2	-8	8	-1	-2
Cc1c(-c2ccccc2)oc2c(C(=O)N3CCN(c4ccccc4F)CC3)cccc2c1=O	-10	18	-0.6	-1	5	-4	-3	1	1	5
Cc1c(Cl)cccc1NC(=O)CSCc1cc(=O)[nH][nH]1	4	-4	0.0	-5	9	8	-4	-8	0	-2
Cc1ccc(S(=O)(=O)C(C#N)c2nc3ccccc3nc2N2CCCC2)cc1C (centres undefined)	3	3	16	0	9	-10	-27	18	4	8
COC(=O)c1ccc(OCC2c3cc(OC)c(OC)cc3CCN2C(C)=O)cc1 (centres undefined)	11	-1	0.0	11	-5	3	1	5	2	7
COC(=O)CSc1nnc(-c2cccnc2)n1-c1cccc(OC)c1	3	1	0.3	-2	-7	1	-3	25	-3	1
O=C(Nc1cc(S(=O)(=O)N2CCOCC2)ccc1N1CCCC1)c1ccccc1F	.	7	-0.4	5	-6	.	.	.	2	2
Cc1onc(-c2ccccc2Cl)c1C(=O)N1CCC(C(N)=O)CC1	-7	5	-4.7	7	21	-1	.	11	-17	5
O=C(NC(c1ccccc1)c1ccccc1)C1CCCC1	-5	-2	-0.3	9	-17	-1	4	-2	4	0
O=C(NCCc1cccc(F)c1)C1CC(O)CN1C(=O)Nc1ccccc1 (centres undefined)	.	-8	-0.7	3	5	.	.	.	5	-6
Cc1ccc2nc(SCC(=O)Nc3ccc4[nH]c(=O)[nH]c4c3)[nH]c2c1	2	?	3.6	-5	-4	.	.	.	2	-1
Cc1csc(SCc2nnc(-c3ccc(Cl)cc3)o2)n1	-10	2	0.8	3	0	3	9	20	-2	-3
CCCCCCCCNCCS(=O)(=O)NCCCCCCCC	-13	-25	-0.3	-6	3	.	.	.	-1	-7
O=C(COC(=O)c1cc(S(=O)(=O)N2CCOCC2)ccc1F)Nc1ccccc1C(F)(F)F	.	-8	0.4	-2	-9	.	.	.	5	-11

# Seven of these compounds in another layout.
# Order of values: PriA SSB inh	BoNT F protease	BoNT A protease	PrPC surface inh	CCHF vOTU inh	3CLpro inhibitor	Rv3671c protease	VHR inh abs	MazEF act	Anthrax LF prot
- Cc1onc(-c2ccccc2Cl)c1C(=O)N1CCC(C(N)=O)CC1
    -7	5	-4.7	7	21	-1	.	11	-17	5
- O=C(NC(c1ccccc1)c1ccccc1)C1CCCC1
    -5	-2	-0.3	9	-17	-1	4	-2	4	0
- O=C(NCCc1cccc(F)c1)C1CC(O)CN1C(=O)Nc1ccccc1 (centres undefined)
    .	-8	-0.7	3	5	.	.	.	5	-6
- Cc1ccc2nc(SCC(=O)Nc3ccc4[nH]c(=O)[nH]c4c3)[nH]c2c1
    2	?	3.6	-5	-4	.	.	.	2	-1
- Cc1csc(SCc2nnc(-c3ccc(Cl)cc3)o2)n1
    -10	2	0.8	3	0	3	9	20	-2	-3
- CCCCCCCCNCCS(=O)(=O)NCCCCCCCC
    -13	-25	-0.3	-6	3	.	.	.	-1	-7
- O=C(COC(=O)c1cc(S(=O)(=O)N2CCOCC2)ccc1F)Nc1ccccc1C(F)(F)F
    .	-8	0.4	-2	-9	.	.	.	5	-11

# (further entries)
Structure	PriA SSB inh	BoNT F protease	BoNT A protease	PrPC surface inh	CCHF vOTU inh	3CLpro inhibitor	Rv3671c protease	VHR inh abs	MazEF act	Anthrax LF prot
C=CCn1c(SCC#N)nc2sc(CC)cc2c1=O	-28	-6	-1.4	5	3	3	2	4	5	-5
Cc1ccc(-n2[nH]c(=O)c(-c3ccccn3)c2C)cc1	-5	-5	0.5	9	6	-3	8	26	16	-2
C[C@]12c3[nH]c4ccc(Cl)cc4c3CCN1C(=O)[C@@H](CC(=O)NCCN1CCOCC1)C[C@@H]2C(=O)N1CCOCC1	-1	-4	-0.4	-3	-11	.	.	.	4	-5
O=c1c2c3nc4ccccc4nc3n(CCN3CCOCC3)c2ncn1CCN1CCOCC1	2	-2	-0.6	-34	-5	.	.	.	-1	-9
Cc1ccc(C(=O)Nc2cccc(C(F)(F)F)c2)cc1NC(=O)c1csc(-c2ccncc2)n1	-7	-28&-2	-1.7&-0.2	.	.	.	-21	15	-25&-28	-2&-1
O=C(NCc1ccccc1)NCC12CC3CC(CC(C3)C1)C2	-11	1	-0.5	-7	-9	3	1	6	7	-7
Cc1cccc(S(=O)(=O)NC(=O)C2(C)CCN2C(=O)Cc2ccc(-c3ccccc3)cc2)c1 (centres undefined)	.	-8	-0.4	-5	19	.	.	.	.	-5
O=C1CCN(C(=S)NCCc2ccccc2)CC1	-2	6	0.6	3	-10	0	-4	-2	4	4

# In the list so far, these have a cyano group:
Structure	PriA SSB inh	BoNT F protease	BoNT A protease	PrPC surface inh	CCHF vOTU inh	3CLpro inhibitor	Rv3671c protease	VHR inh abs	MazEF act	Anthrax LF prot
CCNc1nc(Oc2ccc(C#N)cc2)cc(C(F)(F)F)n1	-11	-1	0.2	2	-2	-1	-2	1	4	-4
Cc1ccc(S(=O)(=O)C(C#N)c2nc3ccccc3nc2N2CCCC2)cc1C (centres undefined)	3	3	16	0	9	-10	-27	18	4	8
C=CCn1c(SCC#N)nc2sc(CC)cc2c1=O	-28	-6	-1.4	5	3	3	2	4	5	-5

# Continued.
Structure	PriA SSB inh	BoNT F protease	BoNT A protease	PrPC surface inh	CCHF vOTU inh	3CLpro inhibitor	Rv3671c protease	VHR inh abs	MazEF act	Anthrax LF prot
O=C(Nc1cccnc1)c1ccc(Cl)cc1[N+](=O)[O-]	-1	-9	-2.9	-10	-3	-3	0	15	-1	-6
COc1nccnc1NS(=O)(=O)c1ccc(NC(=S)NC(=O)c2ccccc2F)cc1	-2	-8	0.3	4	8	4	2	-2	-2	1
O=C1CNC(=O)c2c(nc3n2CCC3)N1	3	-9	-1.0	12	-1	-2	4	34	2	0
Cc1cc(C(=O)NNC(=O)Nc2cccc(C(F)(F)F)c2)no1	-12	2	0.0	-6	0	1	7	18	2	-5
CC(=O)OC1CCC2C3CCC4=C(CC(F)C(=O)C4)C3CCC12C (centres undefined)	-6	-5	-0.5	6	10	.	.	.	2	-5
COC(=O)c1cc2sccc2n1CC(=O)N1CCCc2ccccc21	-4	3	0.1	2	10	-2	-2	-9	8	0
C=C1C(=O)O[C@H]2C[C@@H](C)[C@@H]3C=CC(=O)[C@@]3(C)C[C@H]12	-24	.	.	26*	11	.	-4	-8	7	.
CCN1CCN(c2ccc(S(=O)(=O)N3CCOCC3)cc2N)CC1	4	-1	-0.3	7	11	.	6	.	8	-8
Cc1csc(N(C(=O)CCNC(=O)c2ccc([N+](=O)[O-])cc2)c2ccccc2)n1	6	-10	-0.6	-41	17	-1	-9	13	0	-3
O=C1CC2(CCN1)CCN(Cc1ccccc1)CC2	-2	-10	-0.1	-4	1	.	.	.	0	-7
c1coc(-c2nnc(-c3cccs3)o2)c1	-14	-8	?	-2	-23	-1	10	1	0	-17
Cc1ccc(S(=O)(=O)NNC(=S)Nc2cccc(C)c2C)cc1	4	-4	-1.2	9	-2	4	6	-3	7	-2
COc1cc(NC(=S)Nc2ccc(N(C)C(C)=O)cc2)cc(OC)c1	13	-1	-0.5	5	-13	3	0	19	-4	-2
Cc1c(/C=C2\SC(=O)N(CC(=O)Nc3ccc4c(c3)OCO4)C2=O)c2ccccc2n1C	3	0	-1.2	-2	-13	2	8	21	-3	-2
O=C(O)c1ccc2c(c1)ncn2C1CCCCCC1	-13	-6	0.2	3	2	-4	-9	12	7	-3
N/C(=N\OC(=O)c1ccc([N+](=O)[O-])cc1Cl)c1ccccn1	.	?	1.0	-6	-3	-2	-1	5	5	-8
Cc1ccc(NC(=S)Nc2ccc3cn[nH]c3c2)c(C)c1	9	-6	0.4	-1	-14	0	3	5	5	0
CCC(CC)C(=O)NC12CC3CC(CC(C3)C1)C2	2	?	-2.4	4	0	-3	0	5	7	-6
O=C1c2ccccc2-c2onc3ccc(NCc4ccco4)c1c23	78*	-26	1.7	.	.	1	106*	41	i	-29
COc1cccc(CNS(=O)(=O)c2cc3c(cc2C)n(C)c(=O)c(=O)n3C)c1	-5	-5	-0.9	-6	10	4	-1	9	4	-9
Cn1c(CSc2nc3ccccc3s2)nnc1SCC(=O)NCCN1CCOCC1	-14	0	0.4	.	.	.	-6	28	1	-8
CC(c1ccccc1)C(CC(=O)O)C(=O)NC1CCCCC1 (centres undefined)	-1	14	-1.1	3	2	-6	1	5	3	-3
CCNC(=S)N(CCc1c(C)[nH]c2ccc(OC)cc12)Cc1cccnc1	-2	-10	-2.3	-20	12	1	1	2	9	-3
Cc1ccc2c(c1)CC1(CN2C)C(=O)OC2(CCCCC2)OC1=O	-1	9	-0.1	-20	-2	2	-10	12	4	-5
C=CCNC(=O)Nc1ccc(F)c(Cl)c1	0	1	-0.2	3	3	1	0	17	-2	1
O=C1/C(=N\S(=O)(=O)c2cccs2)C([n+]2cccc(Cc3ccccc3)c2)=C([O-])c2ccccc21	.	.	.	.	.	-8	-36	13	271*	.
CN1C[C@@H]2[C@@H]3C(=O)N(Cc4ccccc4)C(=O)[C@@H]3[C@](Cc3ccccc3)(C1=O)N2C(=O)c1ccc(Cl)cc1	-9	1	0.1	-3	8	.	.	.	-6	-2
CCN(CC)C(=O)c1ccc(NC(=O)COc2ccc([N+](=O)[O-])cc2Cl)cc1	-19	-3	0.5	-10	8	2	2	1	-10	0
CC(=O)c1c(C)[nH]c(C(=O)CSc2nc3ccccc3c(=O)n2CCCO)c1C	-8	-6	-0.5	5	-1	-2	-1	11	21	2
